HTT aggregate – reduces HttQ103-GFP aggregates in PC12 cells; AID 1688; PC12 HttQ103-GFP aggregates, Acumen cytometry, 40 h; 220,000 compounds, 1.1% hits; Potency, µM (doses to about 46.1 µM), without a hit: at the highest dose activity change, negative = inhibition, most hits filed as inhibitors; also: % is scaled to controls: 0 for no effect and ±100 for the full control effect; nearly all actives have a fitted effect of over 60% in size
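Huntingtin Q103 exon 1–GFP aggregates in induced PC12 cells (100 nM tebufenozide) were quantified by cytometry from lysates, with compounds dosed in titration.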
Tau ThT inhib – tau fibrillization inhibition (ThT binding). AID 1460. P10636. recombinant tau K18 P301L, heparin-induced fibrillization, ThT fluorescence. Potency, µM (series often up to 57.4 µM), for inactives: top-dose activity, negative = inhibition, usual class: inhibitors. 270,000 compounds, 2.1% hits; also: % is scaled to controls: 0 for no effect and ±100 for the full control effect; nearly all actives have a fitted effect of over 55% in size
Target sequence (P10636 561-689 P618L limits assumed): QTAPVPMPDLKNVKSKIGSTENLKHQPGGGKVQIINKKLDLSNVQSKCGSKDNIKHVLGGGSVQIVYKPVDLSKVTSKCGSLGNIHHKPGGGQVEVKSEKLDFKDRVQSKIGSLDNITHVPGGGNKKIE
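K18 P301L tau (15 uM + 0.24 uM Alexa 594-tagged), heparin 20 uM, NaOAc pH 7, 6 h 37 C; ThT 30 uM, 1 h RT, ex 450/em 510 nm.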
SMN2 splice enh – enhancers of SMN2 splice variant expression; HEK293 SMN2-luciferase splicing reporter, luminescence, 30-36 h; Potency, µM (highest dose often 46.1 µM), for inactives: top-dose activity change, positive = activation, actives largely listed as activators; 210,000 compounds, 2.8% hits; AID 1458; also: % of control where 0% means no effect; nearly all actives have a fitted effect of over 55% in size
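qHTS luciferase splicing reporter: luminescence rises when SMN2 exon 7 is included in transfected HEK293 cells. Compound exposure lasted 30-36 h at 37C, with 4.5 mM final sodium butyrate as control, followed by a ONE-Glo read.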
Tau fluor cs – counter-screen for tau fibril formation inhibitors; tau K18 P301L (four-repeat tau fragment) Alexa594 fluorescence, heparin fibrillization; Potency, µM (highest dose often 57.7 µM), for the others: top-dose activity change, negative = decrease; 280,000 compounds, 0.93% hits; AID 1463; also: % is scaled to controls: 0 for no effect and ±100 for the full control effect; nearly all actives have a fitted effect of over 55% in size
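Human K18 P301L tau (15 uM unlabeled plus 0.24 uM Alexa 594-labeled, final) in 100 mM sodium acetate pH 7 was mixed with compound and 20 uM heparin and incubated 6 hr at 37 C.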
HTT cytoprotect – protects HTT-Q103 PC12 cells, measured by ATP | PC12 HTT-Q103 induced, cytoprotection, ATP luminescence, 40 h | Potency, µM (series often up to 56.4 µM), for inactives: cytoprotection (ATP increase), actives largely listed as activators | 230,000 compounds, 0.14% hits;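 also: % of control where 0% means no effect; nearly all actives have a fitted effect of over 45% in size; toxic huntingtin expression switched on by the ecdysone agonist tebufenozide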
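PC12 cells with ecdysone-inducible HTT exon 1 Q103-GFP, induced with 100 nM tebufenozide and co-treated with library compounds in a dose series (1536-well, 1500 cells/well). Cytoprotection read as ATP content by ATPlite luminescence.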
Tau FP inhib – inhibitors of human tau fibril formation; P10636; K18 P301L tau heparin fibrillization, Alexa594 FP, 6 h; Potency, µM (doses to about 57.7 µM), for the others: at the top dose activity, negative = inhibition, most hits filed as inhibitors; 280,000 compounds, 0.39% hits; AID 1468; also: % is scaled to controls: 0 for no effect and ±100 for the full control effect; nearly all actives have a fitted effect of over 55% in size
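K18 P301L tau (15 uM unlabeled/0.24 uM Alexa 594-labeled, final) + compound + heparin 20 uM final; 100 mM NaOAc pH 7; 6 hr 37 C; ThT 30 uM final added, 1 hr RT; FP ex 555/em 632 nm.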
ALDH1A1 inh – blocks purified human ALDH1A1 activity; AID 1030; 220,000 compounds, 7.3% hits; Potency, µM (series often up to 75.3 µM), for inactives: at the highest dose activity, negative = inhibition, actives largely listed as inhibitors; Purified ALDH1A1, NADH fluorescence, propionaldehyde substrate; active = well fitted inhibition curve with a large enough effect, not every such curve was filed as active; inconclusive = small, poorly fitted or top-dose-only effect, or another doubt; inactive = no such curve, though single readings can be large or run the other way;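 also: plate controls were no enzyme wells and a reference inhibitor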
Target sequence (P00352 whole entry, looked up): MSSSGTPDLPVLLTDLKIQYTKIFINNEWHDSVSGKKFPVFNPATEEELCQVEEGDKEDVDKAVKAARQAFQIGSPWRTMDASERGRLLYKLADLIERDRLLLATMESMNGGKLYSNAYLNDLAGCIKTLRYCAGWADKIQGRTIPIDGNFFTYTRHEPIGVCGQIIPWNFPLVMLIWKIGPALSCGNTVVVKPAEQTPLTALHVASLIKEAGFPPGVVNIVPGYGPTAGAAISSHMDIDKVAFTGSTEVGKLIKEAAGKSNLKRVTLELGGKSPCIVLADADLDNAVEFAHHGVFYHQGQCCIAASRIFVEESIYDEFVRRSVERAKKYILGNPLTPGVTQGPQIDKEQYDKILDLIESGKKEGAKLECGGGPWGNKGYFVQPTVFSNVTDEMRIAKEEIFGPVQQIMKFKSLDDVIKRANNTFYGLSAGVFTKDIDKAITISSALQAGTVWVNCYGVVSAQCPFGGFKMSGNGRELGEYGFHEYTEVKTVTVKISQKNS
JMJD2E inh – inhibitors of human JMJD2E histone demethylase | Potency, µM (titrated, usually from 57.1 µM), for inactives: at the top dose activity change, negative = inhibition, usual class: inhibitors | JMJD2E catalytic domain, FDH-coupled NADH fluorescence (FDH is formaldehyde dehydrogenase) | AID 2147 | B2RXH2 | 230,000 compounds, 1.6% hits; active = well fitted inhibition curve with a large enough effect, not every such curve was filed as active; inconclusive = small, poorly fitted or top-dose-only effect, or another doubt; inactive = no such curve, though single readings can be large or run the other way;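 also: 0% = wells with enzyme and -100% = buffer wells without enzyme; nearly all actives have a fitted effect of over 50% in size; many of its hits are not listed in these tables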
Target sequence (B2RXH2 1-337 limits assumed): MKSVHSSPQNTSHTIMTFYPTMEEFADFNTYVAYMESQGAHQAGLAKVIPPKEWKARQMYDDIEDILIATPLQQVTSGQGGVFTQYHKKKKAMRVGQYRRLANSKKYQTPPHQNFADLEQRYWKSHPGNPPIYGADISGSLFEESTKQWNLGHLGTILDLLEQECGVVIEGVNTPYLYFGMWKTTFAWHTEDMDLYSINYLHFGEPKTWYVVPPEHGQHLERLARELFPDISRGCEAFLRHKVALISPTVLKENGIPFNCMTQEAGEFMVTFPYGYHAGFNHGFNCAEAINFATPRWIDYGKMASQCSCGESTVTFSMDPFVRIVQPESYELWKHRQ
* hit, by the source's call; ? = inconclusive; nt = no result given; [ ] = another dose, or the depositor's remark. Unless noted, calls follow the shape of the dose curve; as a rule, active = well fitted curve in the direction sought with a large enough effect; inconclusive = small, poorly fitted or top-dose-only effect, or another doubt; inactive = no such curve, though single readings can be large; an effect the other way counts as inactive or inconclusive. Potency is read from the fitted curve at half-maximal effect. A portion of the library; count on the stated rates, not on these rows.

#	SMILES	HTT aggregate	Tau ThT inhib	SMN2 splice enh	Tau fluor cs
1	Cc1c(NS(=O)(=O)c2ccccc2)cc(Cl)c(O)c1C	-6%	-7%	-14%	-3%
2	CC(C)c1nnc(NC(=O)c2cccc(NC(=O)C(F)(F)F)c2)s1	15%	-1%	14µM*	-5%
3	Cc1cc2n(n1)C(c1ccccc1)CC(c1ccc(Br)cc1)=N2 (stereo unspecified)	-4%	-6%	15%	?
4	CCOc1cc2[nH]c(=S)n(CCCOC)c(=O)c2cc1OCC	4µM*	-1%	-1%	-6%
5	COc1cc2ncnc(NCc3ccco3)c2cc1OC	-18%[9.22 µM]	0%	-1%	-4%
6	CC(C)CC1(C(=O)NCc2cc(F)cc(C(F)(F)F)c2)C=CCN1C(=O)c1ccccc1 (stereo unspecified)	27%	-8%	-9%	-15%
7	COC(=O)C1CSc2[nH]c(=O)sc2C1c1ccc(OC)c(OC)c1 (stereo unspecified)	8%	-17%	16%	-6%
8	O=C(Nc1cccc([N+](=O)[O-])c1)C1CC(=O)N(C2CCCCC2)C1 (stereo unspecified)	-12%[9.22 µM]	-2%	nt	-8%
9	Cc1cc(C(=O)Nn2c(-c3ccc(Br)cc3)nc3ccccc3c2=O)ccc1[N+](=O)[O-]	35µM*	-8%	2%[1.84 µM]	?
10	Cc1ccc(OCC(=O)Nc2cccc(C)n2)c(C)c1	20%	-14%	23%	-2%
11	O=C(C1COc2ccccc2O1)N1CCOCC1 (stereo unspecified)	-6%	4%	6%	4%
12	COc1ccccc1OCCC(=O)OCC(=O)NCc1ccccc1	8%	4%	17%	1%

#	HTT cytoprotect	Tau FP inhib	ALDH1A1 inh	JMJD2E inh
1	19%[10 µM]	-10%	22µM*	-3%
2	-82%[inhibitor]	1%	22µM*	-11%
3	5%[10 µM]	10%	?	?
4	?	-1%	?	4%
5	-5%	1%	6%	-3%
6	nt	0%	4%	-1%
7	-21%	-3%	7.9µM*	12%
8	-6%[10 µM]	-9%	?	3%
9	8%[10 µM]	6%	1%	-8%
10	-3%	4%	2%	-3%
11	1%	10%	7%	3%
12	-16%[1.9 µM]	-1%	-5%	-4%

Following part:
#	SMILES	HTT aggregate	Tau ThT inhib	SMN2 splice enh	Tau fluor cs
13	CCOC(=O)N1N=C(c2ccccc2)CC1(O)C(F)(F)F (stereo unspecified)	-3%	-4%	?	-7%
14	COCCN(C(=O)CCC(=O)Nc1cccnc1)C(C(=O)NC1CCCCC1)c1ccccc1 (stereo unspecified)	26%	2%	4%	1%
15	Nc1ccc2nn(-c3ccccc3)nc2c1	4%[9.22 µM]	?	nt	?
16	COc1ccc(-n2c(=S)[nH]c3cc(C(=O)O)ccc3c2=O)cc1	-9%	-4%	5%	-3%
17	O=c1[nH]c(-c2ccccc2)nnc1-c1ccccc1	13%[9.22 µM]	-3%	nt	2%
18	Cc1cc(C)nc(-n2nc(C)cc2NC(=O)CNC2CCCCC2)n1	7%	0%	-2%	8%
19	C=C(C)C(=O)NC1=NN(c2ccccc2)C(=O)C1	13%	-9%	18%	-4%
20	CCc1cccc(CC)c1NC(=O)Cn1nnc2sc3c(c2c1=O)CCCC3	nt	-1%	-3%	1%
21	CC1C(=O)CCN(C(C)C)C1C (stereo unspecified)	29%	4%	-15%	4%
22	COc1ccc(NC(=O)CSc2nc(-c3ccco3)cc(C(F)(F)F)n2)cc1Cl	nt	7%	-8%	?
23	Cc1cc(OCC(=O)NC(C)C)ccc1Cl	-29%	-3%	17%	2%
24	CC(C)CNC(=O)c1cccc(NC(=O)CSc2ccc(Cl)cc2)c1	-14%	3%	-3%	-23%

#	HTT cytoprotect	Tau FP inhib	ALDH1A1 inh	JMJD2E inh
13	-15%	-1%	2%	-4%
14	18%[10 µM]	-6%	3%	7%
15	-8%[10 µM]	-2%	?	?
16	-22%	-4%	-8%	?
17	-7%[10 µM]	-3%	8%	-1%
18	-12%	-1%	?	26%
19	5%[10 µM]	-1%	-2%	15%
20	nt	5%	nt	nt
21	2%	2%	-10%	8%
22	nt	?	nt	nt
23	nt	0%	0%	-1%
24	18%[10 µM]	-8%	5%	9%

Next section.
#	SMILES	HTT aggregate	Tau ThT inhib	SMN2 splice enh	Tau fluor cs
25	CC(C)NC(=O)NC1C2CC3CC(C2)CC1C3 (stereo unspecified)	17%	3%	12%	0%
26	CCCC(=O)Nc1cccc(NC(=O)c2ccccc2Br)c1	1%	-2%	21%	4%
27	C=CCNc1nc(NCCN2CCOCC2)nc(N2CCOCC2)n1	-5%	-6%	nt	-2%
28	COc1ccc(C(=O)COC(=O)Cn2nnc3ccccc32)cc1Br	-5%	-4%	0%	-10%
29	CN(C)CCNCc1ccccc1OC1CCCC1	-7%	-5%	2%	-5%
30	CCN(CC)CC(=O)n1c2c(c3ccccc31)CCCC2	-8%	-13%	12%	-9%
31	COc1ccc(S(=O)(=O)N2CCC(O)(c3ccc4c(c3)OCO4)CC2)cc1	-28%	-9%	-9%	-14%
32	CN(C)S(=O)(=O)Nc1ccccc1F	5%[9.22 µM]	2%	nt	1%
33	CC(NC(=O)c1ccc(Nc2nc3ccccc3n3nnnc23)cc1)c1ccccc1 (stereo unspecified)	nt	-9%	18%	?
34	CCOC(=O)C(CC)n1cnc2c(nnn2-c2ccc(C)cc2)c1=O (stereo unspecified)	8%	-6%	-11%	-6%
35	CC1CCC(NC(=O)Cn2ncc3ccccc32)CC1 (stereo unspecified)	-18%	-8%	?	-2%
36	COc1cc(CNC2CCCC2)cc(Cl)c1OCc1ccccc1F	?	-4%	-16%	-2%

#	HTT cytoprotect	Tau FP inhib	ALDH1A1 inh	JMJD2E inh
25	-11%	-3%	5%	-2%
26	18%[10 µM]	6%	-4%	5%
27	0%	-10%	-5%	4%
28	-4%[10 µM]	-6%	-4%	0%
29	-9%	1%	5%	-3%
30	-3%	9%	32µM*	?
31	-10%[10 µM]	-8%	-2%	1%
32	-9%[10 µM]	7%	-3%	2%
33	nt	-3%	nt	nt
34	-15%	-1%	14%	10%
35	-9%	3%	13%	0%
36	-79%[inhibitor]	9%	13%	?

Part of the list above in a different format.
entry	canonical_smiles	HTT aggregate	Tau ThT inhib	SMN2 splice enh	Tau fluor cs	HTT cytoprotect	Tau FP inhib	ALDH1A1 inh	JMJD2E inh
25	CC(C)NC(=O)NC1C2CC3CC(C2)CC1C3 (stereo unspecified)	17%	3%	12%	0%	-11%	-3%	5%	-2%
26	CCCC(=O)Nc1cccc(NC(=O)c2ccccc2Br)c1	1%	-2%	21%	4%	18%[10 µM]	6%	-4%	5%
27	C=CCNc1nc(NCCN2CCOCC2)nc(N2CCOCC2)n1	-5%	-6%	nt	-2%	0%	-10%	-5%	4%
28	COc1ccc(C(=O)COC(=O)Cn2nnc3ccccc32)cc1Br	-5%	-4%	0%	-10%	-4%[10 µM]	-6%	-4%	0%
29	CN(C)CCNCc1ccccc1OC1CCCC1	-7%	-5%	2%	-5%	-9%	1%	5%	-3%
30	CCN(CC)CC(=O)n1c2c(c3ccccc31)CCCC2	-8%	-13%	12%	-9%	-3%	9%	32µM*	?
31	COc1ccc(S(=O)(=O)N2CCC(O)(c3ccc4c(c3)OCO4)CC2)cc1	-28%	-9%	-9%	-14%	-10%[10 µM]	-8%	-2%	1%
32	CN(C)S(=O)(=O)Nc1ccccc1F	5%[9.22 µM]	2%	nt	1%	-9%[10 µM]	7%	-3%	2%
33	CC(NC(=O)c1ccc(Nc2nc3ccccc3n3nnnc23)cc1)c1ccccc1 (stereo unspecified)	nt	-9%	18%	?	nt	-3%	nt	nt
34	CCOC(=O)C(CC)n1cnc2c(nnn2-c2ccc(C)cc2)c1=O (stereo unspecified)	8%	-6%	-11%	-6%	-15%	-1%	14%	10%

Remaining list, next part.
#	SMILES	HTT aggregate	Tau ThT inhib	SMN2 splice enh	Tau fluor cs
37	CC(=O)NCC(=O)OCC(=O)c1ccc(C)c(C)c1	-18%	-9%	23%	-2%
38	CCOC(=O)CSc1nc(C)cc(C)c1C#N	-5%	-14%	6%	-4%
39	Cn1c(SCc2cccnc2)nc2cccnc21	-9%	3%	-7%	0%
40	C/C(N)=C(/C#N)C(=O)CSc1nnnn1-c1ccc(C)cc1C	?	-11%	-55%[inhibitor]	-18%
41	CCOC(=O)c1ccc(NC(=O)c2nc[nH]c2C(=O)N(C)Cc2ccccc2)cc1	-9%[9.22 µM]	-9%	nt	?
42	CC(=O)Nc1cc2c(cc1C(=O)c1ccccc1)OCCO2	-4%	1%	-12%	-5%
43	Cn1nnnc1SCCNCc1ccccc1F	5%	-11%	?	-8%
44	CN1CCC(=NNC(=O)c2ccc(N(Cc3ccc(Cl)cc3)S(C)(=O)=O)cc2)CC1	-29%	6%	7%[1.84 µM]	-10%
45	COc1ccccc1CNc1ccccc1F	2%[9.22 µM]	-13%	nt	-22%
46	CC(C)CCNC(=O)CN(Cc1ccc2c(c1)OCO2)C(=O)CCC(=O)Nc1ccccn1	23%	-3%	1%	-11%

#	HTT cytoprotect	Tau FP inhib	ALDH1A1 inh	JMJD2E inh
37	-3%	3%	-8%	10%
38	2%	3%	25µM*	-25%
39	-6%[10 µM]	-1%	8%	16%
40	-21%	-2%	?	7%
41	5%[10 µM]	?	nt	-6%
42	-20%	-4%	5%	6%
43	4%	-7%	0%	5%
44	-35%[10 µM]	6%	8.9µM*	13%
45	-1%[10 µM]	-6%	-1%	1%
46	-6%	-7%	-4%	13%
